# Screening data: PubChem BioAssay, several laboratories
# Glyco luc inh: blocks N-linked glycosylation in D54 reporter cells; reporter increase, % at 12.5 µM; actives 0.23% (n = 360,000); D54 ERlucT glycosylation luciferase reporter, 24 h; percent of 100 nM tunicamycin response;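 active = mean luciferase reporter signal, scaled so untreated is 0 and the glycosylation-blocking control 100, at or above a set limit in every replicate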;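 note: luciferase carries N-glycosylation sites so blocking glycosylation raises the light; 0% = median of neutral control wells and 100% = median of 100 nM tunicamycin wells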
# SRC2 inh: inhibits human steroid receptor coactivator 2. Q15596. inhibition, % at 9 µM. actives 0.17% (n = 370,000). HEK293 GAL4-SRC2 luciferase reporter, luminescence;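 active = inhibition above the mean inhibition of all tested compounds plus 3 SD, set per campaign, cut at about 52% in these data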;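 note: 0% = DMSO treated cells and 100% = cells given Gossypol at 36 µM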
# H9c2 protect: protects H9c2 cardiomyocytes from peroxide injury; H2O2 injury protection, ATPLite, 2 h; protection from H2O2 cell death, % at 20 µM; actives 0.63% (n = 360,000); AID 588492;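 active = compounds giving at least 50% protection of heart cells from peroxide-induced death in the single-dose screen, raw or plate-pattern-corrected value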;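 note: 0% = DMSO wells with peroxide and 100% = DMSO wells without peroxide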
# TLR9-MyD88 inh: TLR9-MyD88 interaction inhibition. Q9NR96+Q99836. CHO BLA complementation TLR9-MyD88, CCF4 FRET ratio. inhibition, % at 4.98 µM. actives 0.21% (n = 340,000);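 active = inhibition above the mean over all tested compounds plus 3 SD, cut at about 21% in these data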;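 note: 0% = DMSO only wells and 100% = clavulanate BLA inhibitor control wells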
# MC4R antag cAMP: human MC4R antagonism in cAMP assay | MC4R-expressing cells, MTII-stimulated cAMP, LANCE TR-FRET | inhibition, % at 6.5 µM | actives 0.48% (n = 360,000) | AID 540295 | P32245;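 active = inhibition above its plate's cutoff, the mean of tested wells on that plate plus 3 SD, cut at about 29% in these data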;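 note: 0% = Melanotan II alone and 100% = Melanotan II plus saturating MCL0020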
#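 Assay system: U2OS cells stably expressing human melanocortin 4 receptor (MC4R) / Dosing: 6.5 µM / Timing: compound 30 min, challenge 1 h, detection 1 h / Measured by: Eu-cAMP/anti-cAMP TR-FRET, emission 671 nm / Replicates: singlicate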
# MC4R ag barr: agonists of human melanocortin 4 receptor (MC4R) beta-arrestin. U2OS MC4R beta-arrestin complementation, luminescence; percent of melanotan II response, DMSO zero. activation, % at 8.9 µM. actives 0.98% (n = 360,000). AID 540308;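 active = activation above a per-plate cutoff, the mean activation of sample wells on that plate plus 3 SD, cut at about 8% in these data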
# HTR2A ag: agonists of mouse serotonin 5-HT2A receptor (HTR2A); P35363; CHO-K1 mHTR2A beta-arrestin complementation, luminescence; percent of 30 µM serotonin response; activation, % at 7.6 µM; actives 0.66% (n = 360,000);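 active = activation above a run cutoff, the mean activation of all tested compounds plus 3 SD, cut at about 14% in these data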;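 note: 0% = plate median of compound wells and 100% = 30 µM serotonin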
# ABCB6 inh 2: blocks the human ABCB6 transporter. K562-ABCB6 porphyrin accumulation, flow cytometry, 1 h; active compounds read low. actives 0.19% (n = 360,000). fluorescence ratio to DMSO, % at 10 µM. Q9NP58;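 active = fluorescence ratio to DMSO below 75%, the collection mean minus 3 SD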;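 note: signal is porphyrin accumulated inside mitochondria; 100% equals median channel fluorescence of DMSO control wells; lower ratio means ABCB6 inhibition with less porphyrin fluorescence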
# ABHD5 PLIN5 PPI: inhibitors of human ABHD5-perilipin-5 interaction; actives 0.78% (n = 360,000); Split G. princeps luciferase complementation, luminescence, 4 h; inhibition, % at 4 µM; Q00G26+Q8WTS1;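 active = inhibition above the mean inhibition across every tested compound plus 3 SD, cut at about 22% in these data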;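 note: 0% = DMSO only wells and the 100% control is not disclosed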
# NOD2 RIPK2 PPI: inhibitors of human NOD2-RIPK2 interaction | AID 624267 | actives 0.38% (n = 360,000) | O43353 | inhibition, % at 4.98 µM | CHO BLA complementation NOD2-RIPK2, CCF4 ratio; in the data active = inhibition above about 21%;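 note: 0% = vehicle only and 100% = reference blocker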
# Active calls of the source: *; · = not tested or not shown. Not all compounds are listed. The share of hits here may be higher or lower than overall.
# Each structure is followed by: MC4R ag barr	TLR9-MyD88 inh	ABCB6 inh 2	HTR2A ag	ABHD5 PLIN5 PPI	H9c2 protect	NOD2 RIPK2 PPI	SRC2 inh	MC4R antag cAMP	Glyco luc inh
Cc1ccc(-c2nc(SCC(=O)NCC3CCCO3)c(-c3ccc(Cl)cc3)[nH]2)cc1 (stereo not given)
  1.8	-8.8	97.0	-6.8	4.1	-1.2	-4.8	8.7	9.0	-3.6
CN(C)c1cccc(C(=O)N2CCCC(CCC(=O)NCc3ccccc3F)C2)c1 (stereo not given)
  -0.5	-2.0	84.0	1.3	5.7	3.2	-2.8	-41.6	0.7	6.3
O=C(NCc1ccco1)C(NS(=O)(=O)c1cccc2nsnc12)c1ccccc1 (stereo not given)
  -0.3	-10.3	98.0	-0.8	2.6	7.8	-11.5	-3.2	5.2	1.2
Cc1cc(NC(=O)COC(=O)c2cccc(OCc3ccccc3)c2)no1
  8.5*	7.2	89.0	-0.6	-3.8	-3.4	-4.6	-14.8	-4.5	-3.0
Cc1ccc(/C=N/NC(=O)c2cc(C)oc2C)o1
  -1.3	5.3	101.0	-0.4	-8.9	-21.2	-8.3	-21.7	-4.5	1.9
CCCCN1C(=O)C(CC(=O)NC2CCCC2)CC(C(=O)N2CCCCCC2)=C1C (stereo not given)
  ·	·	94.0	6.2	-4.6	·	-3.3	-19.5	·	·
CN(C)CCOc1nc(-c2ccccc2)nc2c1oc1ccccc12
  16.4*	-1.7	103.0	-6.8	21.4	0.3	-3.5	-74.7	-0.5	114.1*
CCCCOC(=O)c1cccnc1
  -0.7	-13.2	100.0	1.8	-2.0	3.9	-5.2	18.7	23.6	1.1
Cc1ccccc1C(=O)NNC(=O)c1ccc2nc[nH]c2c1
  -0.3	-0.7	96.0	-3.2	-2.2	4.7	-16.7	-39.6	-2.5	0.5
CC(C)N1CCc2c(sc(NC(=O)c3ccc(S(=O)(=O)N4CCc5ccccc54)cc3)c2C(N)=O)C1
  -0.7	11.9	121.0	-7.8	8.3	-23.9	5.4	·	7.6	-2.2
CN(C(=O)/C=C/c1ccc(F)cc1)C1CCCCC1
  -1.5	·	99.0	-4.3	-0.8	-4.4	5.4	-58.0	-2.0	-7.5
CCOc1ccc(-c2c(C(=O)N/N=C/c3ccc(OC(C)C)cc3)nnn2-c2nonc2N)cc1
  -2.8	-4.5	92.0	0.8	-2.4	-3.9	-17.6	18.6	13.9	3.2
CC(=O)c1sc(NC(=O)c2ccccc2F)nc1-c1ccccc1
  -1.8	-9.1	98.0	5.5	-0.3	1.0	0.3	-35.2	13.2	-2.5
Cc1cc(=O)[nH]c(SCC(=O)Nc2ccc(S(=O)(=O)N3CCOCC3)cc2)n1
  -0.9	-3.8	94.0	3.0	-6.1	4.3	5.2	7.0	-0.4	2.4
CCCCOc1ccc(C(=O)Nc2ccc(C)cc2[N+](=O)[O-])cc1
  0.2	-1.6	100.0	-2.5	-2.4	-2.4	2.7	13.6	13.1	-0.5
Cc1nc2cc(NS(=O)(=O)c3ccc(Br)cc3)ccc2n1C
  -4.0	6.9	93.0	-3.7	-0.1	-7.6	-5.5	-4.5	9.1	-2.2
CN(C#N)c1nccc(-c2cccs2)n1
  -0.4	-0.5	105.0	-1.6	-5.4	0.6	-7.3	29.5	-5.1	-0.2
Cc1ccc(-n2cc(C(=O)c3ccc(F)cc3)nn2)cc1Cl
  0.8	4.8	103.0	-3.4	-2.6	-7.0	-0.9	-94.7	4.1	-3.2
CCN(CC)c1ccc2cc(C(N)=O)c(=N)oc2c1
  -2.8	·	153.0	-3.0	9.7	1.9	-13.2	-24.6	6.6	4.0
Cc1cccnc1NC(=O)C1CCC1
  0.9	0.6	97.0	7.4	0.8	3.1	-3.0	·	0.5	3.3
O=C1Nc2ccc(S(=O)(=O)N3CCCC3)c3cccc1c23
  -2.0	9.8	97.0	-4.4	-4.4	-4.9	-5.1	-3.5	0.7	5.4
CC(=O)N1C(=O)C2(C(C#N)=C(N)Oc3c2c(C)nn3-c2ccccc2)c2ccccc21 (stereo not given)
  1.4	9.1	44.0*	-3.6	-9.9	-8.3	3.2	20.9	-1.4	-2.0
O=C1C=C(Nc2ccc(O)cc2)CC(c2ccco2)C1 (stereo not given)
  0.1	-12.7	103.0	-1.3	-5.2	9.0	5.0	9.1	11.6	10.8
Cc1cc(NC(=O)c2cccc(C)c2[N+](=O)[O-])no1
  -1.5	8.5	98.0	1.8	3.3	3.6	-2.5	6.7	11.6	0.5
COc1ccc(CN(C)C(=S)Nc2ccc(OC(F)F)cc2)cc1
  1.1	4.0	106.0	1.1	1.2	-7.3	-12.3	11.1	21.3	0.1
CC1CCN(C2=NC(=O)/C(=C/c3cccc(O)c3)S2)CC1
  -0.7	-6.7	97.0	-5.8	12.4	2.7	-1.6	-35.9	9.4	2.0
Cc1ccc(NC(=O)C2CCCN2C(=O)c2cccs2)c(C)c1 (stereo not given)
  -0.7	-8.6	100.0	10.2	1.1	-3.0	-10.1	-39.5	7.3	-2.1
Cc1ccc(-c2cc(C(=O)NNC(=O)c3csc(N4CCOCC4)n3)c3ccccc3n2)cc1
  -1.6	-8.9	96.0	-10.2	20.8	22.3	-4.8	15.8	5.3	1.8
CCS(=O)(=O)N1CCCC(C(=O)Oc2ccc(Br)cc2)C1 (stereo not given)
  3.2	-5.2	95.0	3.9	-8.3	-3.1	0.2	19.2	12.9	0.2
COC(=O)c1ccc(CO/N=C/c2ccc(OC)cc2)o1
  0.8	0.5	100.0	-5.8	-7.6	-7.2	5.2	-37.1	-5.5	-1.6

# The list goes on (3 carried over from the part before).
# Each structure is followed by: MC4R ag barr	TLR9-MyD88 inh	ABCB6 inh 2	HTR2A ag	ABHD5 PLIN5 PPI	H9c2 protect	NOD2 RIPK2 PPI	SRC2 inh	MC4R antag cAMP	Glyco luc inh
Cc1ccc(-c2cc(C(=O)NNC(=O)c3csc(N4CCOCC4)n3)c3ccccc3n2)cc1
  -1.6	-8.9	96.0	-10.2	20.8	22.3	-4.8	15.8	5.3	1.8
CCS(=O)(=O)N1CCCC(C(=O)Oc2ccc(Br)cc2)C1 (stereo not given)
  3.2	-5.2	95.0	3.9	-8.3	-3.1	0.2	19.2	12.9	0.2
COC(=O)c1ccc(CO/N=C/c2ccc(OC)cc2)o1
  0.8	0.5	100.0	-5.8	-7.6	-7.2	5.2	-37.1	-5.5	-1.6
CCc1cc(=O)oc2cc(C)cc(OCC(=O)C(C)(C)C)c12
  0.0	-1.5	105.0	2.1	8.7	-9.4	-0.2	0.3	0.8	-0.5
COc1ccc(-n2c(=O)c(CCC(=O)N3CCN(c4cccc(OC)c4)CC3)nc3ccccc32)cc1
  -2.8	-2.1	102.0	-8.3	-4.2	4.9	-6.3	-36.7	25.6	-0.6
Cc1cccc(NC(=O)C2C3CCCCC32)c1 (stereo not given)
  0.8	-0.5	87.0	-4.3	8.0	-9.1	-7.8	-52.4	5.3	-1.1
CO/N=C\c1cc(C(=O)c2ccc(Cl)cc2Cl)cn1C
  0.4	·	94.0	-1.3	0.0	-3.5	-1.5	-18.1	-7.6	-0.9
CC(NC(=O)c1ccco1)C12CC3CC(CC(C3)C1)C2 (stereo not given)
  -2.1	-2.8	88.0	6.6	-4.0	-8.3	-9.2	-1.2	3.5	-0.5
Cc1cccc(NC(=S)NC2CC3C=CC2C3)c1 (stereo not given)
  0.1	-6.4	95.0	2.3	-1.7	-2.1	9.3	-3.4	-2.5	-2.5
Brc1ccc(C2=NC(Cc3ccccc3)CO2)cc1 (stereo not given)
  -0.5	5.1	95.0	4.7	-5.9	3.8	2.2	-29.5	2.2	2.0
Cc1ccc(NC(=O)C2CCN(S(=O)(=O)c3ccccc3)CC2)cc1
  1.5	3.5	104.0	-5.0	-5.0	-9.0	-3.7	-1.8	2.5	1.6
Cc1ccc(N(CC(=O)N/N=C/c2ccc(OC3CSC3)cc2)S(=O)(=O)c2ccccc2)cc1
  2.4	5.9	106.0	8.1	-5.2	-11.8	-8.9	-10.0	6.8	-3.5
Cc1ccc(CN2C(=O)CCC2C(=O)NCCCN2CCCCC2C)cc1 (stereo not given)
  -0.3	2.4	101.0	-0.2	1.4	6.0	15.3	13.9	6.5	2.8
CN(C)CCCN(C(=O)COc1ccc(Cl)cc1)c1nc2cc3c(cc2s1)OCCO3
  -4.9	-4.6	92.0	-9.1	-0.2	-6.9	4.2	-6.2	-2.5	-1.2
Cc1ccc2[nH]c(-c3ccccc3)cc(=O)c2c1
  0.5	10.6	99.0	-1.3	3.4	-15.8	1.8	-28.6	-13.4	16.9
O=C(CCN1CCN(c2ccccc2F)CC1)Nc1ccc2c(c1)OCO2
  0.0	2.1	98.0	17.6*	4.8	-3.0	-4.3	-2.1	-1.1	-3.0
Cc1noc(C)c1COC(=O)[C@@H](NC(=O)c1ccccc1Cl)C(C)C
  -1.5	·	98.0	-3.5	-0.6	-1.7	-4.4	-1.9	-2.6	-1.0
CCCn1c(=O)c(-c2ccccc2)c(O)c2ccccc21
  -0.4	-7.1	89.0	-0.8	2.7	2.6	5.4	-39.1	1.4	-0.6
O=S1(=O)[C@H]2C[C@H](CO)O[C@@]2(CO)CN1Cc1ccc(-c2cccc(Cl)c2)cc1
  -0.5	-9.3	95.0	0.1	3.3	-15.6	10.4	-1.1	13.9	0.4
Cc1c(Cl)ccc2c(C(=O)O)cc(-c3ccccc3)nc12
  -3.3	0.1	101.0	-4.3	-11.4	1.5	2.4	-28.9	2.9	0.2
O=c1c(C=NCCCO)c(-c2ccccc2)[nH]n1-c1nc2ccccc2s1
  -3.7	-2.8	100.0	4.7	-4.1	27.0	-3.4	-4.7	1.2	-0.9
CC1=C(CCN2CCN(C(C)C)C(CCO)C2)C(C)(C)CCC1 (stereo not given)
  1.0	-0.4	102.0	-4.7	-0.2	4.4	-7.0	-0.3	21.3	0.0
CC1CCc2c(c3ccccc3n2C(=O)CCl)C1 (stereo not given)
  0.8	-6.8	101.0	3.8	-2.8	-7.6	4.0	14.7	-1.1	-1.6
Cc1ccc(C)c(S(=O)(=O)N=Nc2c(O)[nH]c3ccccc23)c1
  -1.6	-3.5	99.0	-3.1	-5.4	-3.4	-3.5	1.1	12.7	2.0
O=C(COC(=O)CCC(=O)c1cccs1)NC1CC1
  -2.9	-1.3	93.0	-1.5	-0.2	6.5	-12.4	-13.6	0.7	0.4

# Copied from the list:
# In ABHD5 PLIN5 PPI, Cc1ccc(NC(=O)C2CCCN2C(=O)c2cccs2)c(C)c1 (stereo not given) is entered as 1.1
# In Glyco luc inh, CC1CCN(C2=NC(=O)/C(=C/c3cccc(O)c3)S2)CC1 is entered as 2.0
